Screening results deposited in PubChem by Sanford-Burnham Center for Chemical Genomics.
SENP6 block: blocks the human protease SENP6; inhibition, % at 10 µM; hit rate 1.8% among 330,000; Q9GZR1; Recombinant SENP6 catalytic domain, aminoluciferin luminescence;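 active = inhibition above about 50% at the single tested dose, limit read from the data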;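 note: plate controls were DMSO wells with enzyme for no effect and DMSO wells lacking enzyme for full effect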
Target sequence (Q9GZR1 628-1112 limits assumed): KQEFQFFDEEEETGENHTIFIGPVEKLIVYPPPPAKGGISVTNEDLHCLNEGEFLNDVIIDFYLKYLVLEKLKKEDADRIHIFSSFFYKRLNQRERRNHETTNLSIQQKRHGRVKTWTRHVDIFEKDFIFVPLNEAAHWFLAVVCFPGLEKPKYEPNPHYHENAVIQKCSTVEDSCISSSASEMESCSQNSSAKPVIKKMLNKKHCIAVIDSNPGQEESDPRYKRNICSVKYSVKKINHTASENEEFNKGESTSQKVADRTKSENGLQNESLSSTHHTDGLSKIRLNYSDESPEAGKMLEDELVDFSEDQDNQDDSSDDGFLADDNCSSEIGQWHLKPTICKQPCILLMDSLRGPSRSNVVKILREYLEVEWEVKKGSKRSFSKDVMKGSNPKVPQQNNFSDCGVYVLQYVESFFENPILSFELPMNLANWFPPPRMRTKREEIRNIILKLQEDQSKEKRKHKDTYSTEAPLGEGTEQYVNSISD
SENP7 inh: inhibitors of human SENP7 protease | Q9BQF6 | recombinant SENP7, Z-RLRGG-aminoluciferin luminescence, 40 min | inhibition, % at 5 µM | hit rate 1.5% among 330,000;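 active = inhibition above about 50% at the single test dose, limit read from the data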;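 note: plate controls were DMSO with enzyme for no effect and no enzyme buffer wells for full effect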
SENP8 block: inhibitors of human SENP8 protease; hit rate 0.64% among 360,000; recombinant SENP8, Nedd8 substrate fluorescence; AID 602440; Q96LD8; inhibition, % at 20 µM; in the data active = inhibition mostly above about 40%, no sharp cut-off; inactive = mostly below about 27%
Target sequence (Q96LD8 whole entry, looked up): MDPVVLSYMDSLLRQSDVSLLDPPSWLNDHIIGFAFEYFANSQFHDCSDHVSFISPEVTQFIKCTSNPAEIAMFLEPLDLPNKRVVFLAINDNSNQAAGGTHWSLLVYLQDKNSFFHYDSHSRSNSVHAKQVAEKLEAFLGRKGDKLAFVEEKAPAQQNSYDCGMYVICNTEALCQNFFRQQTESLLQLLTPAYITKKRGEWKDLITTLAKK
HKDC1 inhibitor: inhibitors of human hexokinase HKDC1; inhibition, % at 20 µM; hit rate 0.16% among 340,000; AID 493160; Q2TB90; recombinant HKDC1, G6PDH/diaphorase resazurin coupled fluorescence;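 active = inhibition above about 35% when tested at 20 µM, limit read from the data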;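 note: plate controls were DMSO wells with enzyme for no effect and DMSO wells lacking enzyme for full effect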
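test system = in-house recombinant HK5 (HKDC1) enzyme | amount = HKDC1 at 5 µg/mL | control set = DMSO-enzyme wells negative, buffer-substituted wells positive | compound = one dose of 20 µM, 1% DMSO | schedule = reaction time 90 min, room temperature, protected from light | technique = resorufin fluorescence at 613 nm | reagent = glucose with 1 mM ATP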
PfG6PD inh: PfG6PD (Plasmodium falciparum) enzyme inhibition | PfGluPho enzyme, NADPH resazurin-diaphorase fluorescence | inhibition, % at 20 µM | hit rate 0.78% among 350,000 | AID 504690;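 active = inhibition reaching at least a set limit at 20 µM in the primary screen, cut at about 59% in these data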;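 note: 0% = DMSO wells with substrate and 100% = DMSO wells lacking glucose-6-phosphate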
NR3A LBD binder: NR3A (human) ligand-binding domain modulation; Tm shift relative to glycine control, % at 25 µM; hit rate 2.5% among 340,000; NR3A LBD differential scanning fluorimetry, Tm shift; 0% = protein alone, 100% = glycine-bound protein;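 active = melting temperature shift of at least 10% of the positive control shift, at one fixed dose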
ATG4B inhibitor: inhibitors of human ATG4B cysteine protease | inhibition, % at 8.33 µM | hit rate 0.51% among 340,000 | ATG4B cleavage of LC3-PLA2, NBD-HPC fluorescence, 1 h; in the data active = inhibition above about 40%
MPTP inh: permeability transition pore inhibition; isolated mouse mitochondria, Ca2+ swelling absorbance, 30 min; inhibition, % at 10 µM; hit rate 1.4% among 360,000;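 active = inhibition of 50% or more, scaled per plate between neutral and stimulator controls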;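 note: 0% = DMSO wells given calcium and 100% = 1 mM EGTA wells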
* marks the source's active call; other numbers are inactive results; nt = no result given; & = joins results of further samples.

SMILES	SENP6 block	SENP7 inh	SENP8 block	HKDC1 inhibitor	PfG6PD inh	NR3A LBD binder	ATG4B inhibitor	MPTP inh
O=C(c1ccc([N+](=O)[O-])s1)N1CCN(c2ccccc2)CC1	6	6	25	3	12	-2	-6	1.3
O=C(/C=C/c1ccccc1Br)c1ccc2c(c1)OCO2	94*	92*	14	13	3	-2	15	-0.5
CCn1c(C(C)NC(=O)c2ccccc2C)n[nH]c1=S (stereo not drawn)	6	2	8	-13	19	-2	-7	0.8
CN1CCN(S(=O)(=O)c2cccc([N+](=O)[O-])c2)CC1	-14	-2	12	8	-7	1	-1	0.7
CN(C)S(=O)(=O)c1cc(NC(=O)C2=COCCO2)ccc1Cl	-19	1	0	6	-6	3	8	0.0
Cc1cc(NC(=O)CSc2nc3cc(Cl)ccc3c(=O)n2C(C)C)no1	-9	5	4	-7	4	3	-10	-1.1
Oc1c(CN2CCOCC2)ccc2ccccc12	13	9	-90	23	22	0	17	-0.3
Cc1ccc(C(=O)Nc2ccccn2)cc1S(=O)(=O)N1CCOCC1	-11	3	-4	-6	4	5	-8	0.4
CC(C)(C)C(=O)Nc1ccc(N2CCN(S(C)(=O)=O)CC2)cc1	-1	1	6	16	-19	-3	5	-0.3
COc1ccc(N=CC2=C(O)CC(C)(C)CC2=O)cc1OC	-28	4	-43	1	28	0	0	0.2
COc1ccccc1CN1C[C@@H]2C[C@@H](C3=Cc4cc(Cl)ccc4OC3)N3CCC[C@@]23C1=O	-2	-3	-25	3	18	-1	4	7.7
CC1(C)CC(=O)CC(C2(O)C(=O)N(Cc3ccccc3)c3ccccc32)O1 (stereo not drawn)	6	-6	8	1	11	-1	-6	-2.1
CC/C(=N\NC(=O)c1ccc(CN(C)S(=O)(=O)c2ccc(C)cc2)cc1)c1ccc(OC(F)F)cc1	-9	0	18	-9	14	-8	-3	3.4
CCN(C[C@H]1N[C@@](CC)(C(=O)OC)[C@H]2C(=O)N(C)C(=O)[C@@H]12)S(=O)(=O)c1ccc(F)cc1	-11	6	4	-3	8	1	-2	0.1
CCC(=O)NCCc1nc2cc(NC(=O)c3ccco3)ccc2n1C	4	5	15	-5	-8	0	-5	-1.8
Cc1ccnc(NS(=O)(=O)c2ccc(NC(=O)c3ccc(S(=O)(=O)N4CCCC4)cc3)cc2)n1	11	2	0	2	2	-1	-2	-1.5
CCOC(=O)c1cnc2c(C#N)cnn2c1N	-16	9	-303	5	-2	0	-1	-0.7
CCn1cc(CNC(=S)Nc2cccc(Cl)c2C)cn1	8	9	19	-6	-16	1	0	-0.7
CCN(CC)S(=O)(=O)c1ccc(N2CCN(S(=O)(=O)c3ccccc3C#N)CC2)nc1	-14	6	21	3	-10	-4	-6	3.5
Cc1ccccc1NC(=O)NCC1CCN(Cc2cccc(Cl)c2)CC1	3	-17	13	-1	5	-1	-5	0.4
Nc1nc(N2CCN(Cc3ccccc3)CC2)n[nH]1	-11	3	14	-5	1	1	-8	-1.7
C/C(=N\NC(=O)c1cc(-c2cccs2)nc2ccccc12)c1ccccn1	12	5	-370	-29	-28	-12	-11	-0.5
Cc1onc(-c2cccc(Cl)c2Cl)c1C(=O)O/N=C(\N)c1ccc([N+](=O)[O-])o1	2	7	2	-2	20	-1	-3	2.8
CCc1ccc(NCCC(=O)c2ccc(Cl)cc2)cc1	-2	9	4	-9	3	-2	0	0.6
CSCCC(NC(=O)COc1ccccc1)C(=O)NCc1cccs1 (stereo not drawn)	-10	11	2	-1	-17	0	-6	-1.7
CCOc1ccccc1NC(=O)C1C2CCC3C(CCC21)C3(Cl)Cl (stereo not drawn)	-1	-4	13	6	9	3	2	3.1
CC1(C)CC(=O)C=C(Nc2ccccc2N)C1	17	1	15	5	-20	-2	3	0.5
COc1cc(OC)cc(C(=O)OCC(=O)N(C)c2ccccc2)c1	-11	-1	-6	0	-12	0	-3	-0.1
CC(C)=CCC/C(C)=C/CNC(=O)CC1C[C@H](C(=O)N2CCOCC2)[C@@]2(C)c3[nH]c4ccccc4c3CCN2C1=O (stereo partly drawn)	12	7	2	-2	30	3	-17	4.9
C=CCn1c(=O)c2ccccc2n2c(SCC(=O)/C(C#N)=C(\C)N)nnc12	-3	-11	-5&11	-1&4	5&12	-1&-1	-2&0	-1.2&1.7
CCC(C)N(C(=O)CSc1nnc(C)n1C)C1CCS(=O)(=O)C1 (stereo not drawn)	-1	0	0	-4	1	0	1	-1.3
CC1CC(C)CN(S(=O)(=O)c2cccc3cccnc23)C1 (stereo not drawn)	8	11	0	-2	-9	-1	-2	-1.6
Cc1ccccc1-c1nc(-c2ccc(Br)o2)no1	72*	67*	14	3	2	2	15	-1.7
N#Cc1ccc(C(=O)OCC(=O)N2CCCCCC2)cc1	-4	-4	1	1	2	-1	7	0.3
CCN(CC)C1CC(=O)N(c2ccc(Br)cc2)C1=O (stereo not drawn)	17	0	8	-7	0	-3	-2	1.0
COc1cc2ncnc(NCc3ccc(C)cc3)c2cc1OC	1	-7	-17	6	-16	-2	-5	0.1
O=C(c1ccc2nc[nH]c2c1)N1CCN(S(=O)(=O)c2cccc(F)c2)CC1	-12	-9	10	-1	4	2	-3	-0.8
Cc1ccc(OCC(O)CN2CCN(c3ccc(C)cc3)CC2)cc1 (stereo not drawn)	-13	-6	26	1	12	1	-7	1.5
CC(C)(CO)CNC(=O)CCc1nnc(Cc2ccc(-c3ccccc3)cc2)o1	13	2	5	-1	-3	1	-7	-0.3
Cc1ccccc1-c1nc(CN2CCC(C(=O)N3CCC(C(N)=O)CC3)CC2)c(C)o1	-14	-4	-13	-5	-1	-3	0	-1.1
O=c1[nH]c(N2CCOCC2)nc2c1CCCC2	-2	8	6	-5	-13	0	-3	-0.2
O=C(CN(Cc1ccccc1)S(=O)(=O)c1ccccc1)N/N=C/c1ccc([N+](=O)[O-])cc1	-17	5	9	18	7	10*	-25	5.6
CC1(C)COC(c2cc([N+](=O)[O-])ccc2Cl)=N1	-3	13	18	-3	-6	1	-6	1.0
CC(NS(=O)(=O)c1ccc(OCC(=O)NCc2ccccn2)cc1)c1ccccc1 (stereo not drawn)	6	-6	16	2	1	-1	-12	-1.9
O=C(N/C(=C\c1ccccc1)C(=O)N1CCOCC1)c1ccc(Br)o1	15	-1	13	-5	3	0	-2	-1.1
CC(O)(C#CCN1CCCCC1)c1ccccc1 (stereo not drawn)	-42	0	2	0	-9	-2	5	-0.7
CC(=O)NC(Cc1ccc(F)c(F)c1)C(=O)NC1CCN(C(=O)c2ccc(Cl)cc2)CC1 (stereo not drawn)	-14	-5	-2	-3	-14	0	-1	-0.5
CN1CCN(C(=O)c2cccc(NS(=O)(=O)c3ccc(Br)cc3)c2)CC1	-12	-4	2	2	5	0	-5	-1.8
O=C(NC1CCN(Cc2ccccc2)CC1)c1cc(S(=O)(=O)N2CCOCC2)ccc1Cl	nt	nt	11	-10	13	2	-8	0.4
CC(C)NC(=S)N/N=C/c1ccc(C(C)(C)C)cc1	-9	-1	22	3	16	-7	-7	8.1
O=C(COc1ccc2ccc(=O)oc2c1)NC(Cc1ccc(Cl)cc1)C(=O)O (stereo not drawn)	7	-2	-66	-3	-3	-1	-21	-3.0
COc1ccc(/C=C/C(=O)c2oc3ccc(F)cc3c2C)cc1	-18	-7	-124	7	0	13*	0	4.2
O=C(Cc1ccsc1)NCC(=O)Nc1ccc(F)c(F)c1	-15	-7	-4	-3	2	-1	3	-0.1
O=C(COc1ncnc2ccccc12)NCCc1ccc(F)cc1	-3	8	13	-1	3	2	-4	-1.7
O=C(CCC1CCCN(C(=O)c2ccc3[nH]ccc3c2)C1)N1CCN(c2ccccn2)CC1 (stereo not drawn)	2	7	-3	-6	-8	0	3	0.5
O=C(COC(=O)c1ccco1)c1ccc(S(=O)(=O)N2CCCCC2)cc1	-5	-7	-9	-1	-1	2	-8	1.3
CNC(=O)C(=O)NCC1OCCN1S(=O)(=O)c1ccc2c(c1)OCCO2 (stereo not drawn)	-13	5	-3	-3	-2	-1	-4	-0.5
CCOc1cc(C)c(C(C)C)cc1S(=O)(=O)N1CCOCC1	-2	5	22	-1	-5	-4	-5	-1.2
Cc1ccc(NC(=O)CCS(=O)(=O)c2ccccc2)cc1S(=O)(=O)N1CCCCCC1	-6	-1	16	1	-1	-1	-6	0.4
Cc1nc2ccccc2c2nc(NC(=O)Cc3ccccc3)nn12	12	-5	10	16	-19	-3	3	-1.1

Grouped by structure, those above containing a Cl atom
SMILES	SENP6 block	SENP7 inh	SENP8 block	HKDC1 inhibitor	PfG6PD inh	NR3A LBD binder	ATG4B inhibitor	MPTP inh
CN(C)S(=O)(=O)c1cc(NC(=O)C2=COCCO2)ccc1Cl	-19	1	0	6	-6	3	8	0.0
Cc1cc(NC(=O)CSc2nc3cc(Cl)ccc3c(=O)n2C(C)C)no1	-9	5	4	-7	4	3	-10	-1.1
COc1ccccc1CN1C[C@@H]2C[C@@H](C3=Cc4cc(Cl)ccc4OC3)N3CCC[C@@]23C1=O	-2	-3	-25	3	18	-1	4	7.7
CCn1cc(CNC(=S)Nc2cccc(Cl)c2C)cn1	8	9	19	-6	-16	1	0	-0.7
Cc1ccccc1NC(=O)NCC1CCN(Cc2cccc(Cl)c2)CC1	3	-17	13	-1	5	-1	-5	0.4
Cc1onc(-c2cccc(Cl)c2Cl)c1C(=O)O/N=C(\N)c1ccc([N+](=O)[O-])o1	2	7	2	-2	20	-1	-3	2.8
CCc1ccc(NCCC(=O)c2ccc(Cl)cc2)cc1	-2	9	4	-9	3	-2	0	0.6
CCOc1ccccc1NC(=O)C1C2CCC3C(CCC21)C3(Cl)Cl (stereo not drawn)	-1	-4	13	6	9	3	2	3.1
CC1(C)COC(c2cc([N+](=O)[O-])ccc2Cl)=N1	-3	13	18	-3	-6	1	-6	1.0
CC(=O)NC(Cc1ccc(F)c(F)c1)C(=O)NC1CCN(C(=O)c2ccc(Cl)cc2)CC1 (stereo not drawn)	-14	-5	-2	-3	-14	0	-1	-0.5
O=C(NC1CCN(Cc2ccccc2)CC1)c1cc(S(=O)(=O)N2CCOCC2)ccc1Cl	nt	nt	11	-10	13	2	-8	0.4
O=C(COc1ccc2ccc(=O)oc2c1)NC(Cc1ccc(Cl)cc1)C(=O)O (stereo not drawn)	7	-2	-66	-3	-3	-1	-21	-3.0
